Assay outcomes: PubChem, National Center for Advancing Translational Sciences (NCATS)
VP16 counter = VP16 counterscreen qHTS for inhibitors of ROR gamma transcriptional activity | Drosophila S2 Gal4-VP16 UAS-luciferase, luminescence, 20 h | Potency, µM (highest dose often 53.6 µM), for inactives: top-dose activity, negative = inhibition, most hits filed as inhibitors | actives 3.5% (n = 310,000);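 further: Gal4-VP16 expression switched on by copper sulfate through the metallothionein promoter; on the % scale 0 is the no-effect control and ±100 the full control effect; nearly all actives have a fitted effect of over 50% in size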
BRCA1 expr up = qHTS Assay to Identify Small Molecule Activators of BRCA1 Expression | MCF7-BRCA1-FFLuc reporter, luminescence, 48 h; response scale: scaled: vehicle 0%, 10 µM genistein 100% | Potency, µM (top dose mostly 46.1 µM), without a hit: at the highest dose activation, most hits filed as activators | actives 1.1% (n = 380,000); further: nearly all actives have a fitted effect of over 80% in size; some results filed as inactive show a strong effect at the top dose
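Using MCF7 cells harboring a BRCA1 firefly luciferase reporter, plated 2 h before compound pinning, the screen measured luminescence after 48 h incubation. Responses were normalized to DMSO and 10 microM genistein, then fitted for concentration-effect.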
p53 reactivation = qHTS assay for re-activators of p53 using a Luc reporter | H1299 p53-A138V BP100-luciferase reporter, luminescence, 24 h | Potency, µM (doses to about 92.2 µM), inactives show top-dose activity change, positive = activation, most hits filed as activators | actives 0.063% (n = 320,000); further: % of control where 0% means no effect; nearly all actives have a fitted effect of over 45% in size
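H1299 (p53-null), stable ts p53-A138V + BP100-Luc; 1000 cells/well, Opti-MEM/10% FBS; cpd 4 pt, 1:5; 24 h, 37 deg C, 5% CO2; detection reagent 10 min RT; luminescence.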
FLuc counter = qHTS profiling assay for firefly luciferase inhibitor/activator using purifed enzyme and Km concentrations of substrates (counterscreen for miR-21 project). AID 588342, 2011. actives 6.9% (n = 360,000). Luciferin 4-monooxygenase (Photinus pyralis), P08659. Potency, µM (titrated, usually from 57.5 µM), for inactives: at the highest dose activity change, negative = inhibition, actives largely listed as inhibitors. purified FLuc, Km substrates, luminescence inhibition;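 further: plate controls were vehicle for no effect and reference inhibitor for full effect; nearly all actives have a fitted effect of over 55% in size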
Target sequence (P08659 whole entry, looked up): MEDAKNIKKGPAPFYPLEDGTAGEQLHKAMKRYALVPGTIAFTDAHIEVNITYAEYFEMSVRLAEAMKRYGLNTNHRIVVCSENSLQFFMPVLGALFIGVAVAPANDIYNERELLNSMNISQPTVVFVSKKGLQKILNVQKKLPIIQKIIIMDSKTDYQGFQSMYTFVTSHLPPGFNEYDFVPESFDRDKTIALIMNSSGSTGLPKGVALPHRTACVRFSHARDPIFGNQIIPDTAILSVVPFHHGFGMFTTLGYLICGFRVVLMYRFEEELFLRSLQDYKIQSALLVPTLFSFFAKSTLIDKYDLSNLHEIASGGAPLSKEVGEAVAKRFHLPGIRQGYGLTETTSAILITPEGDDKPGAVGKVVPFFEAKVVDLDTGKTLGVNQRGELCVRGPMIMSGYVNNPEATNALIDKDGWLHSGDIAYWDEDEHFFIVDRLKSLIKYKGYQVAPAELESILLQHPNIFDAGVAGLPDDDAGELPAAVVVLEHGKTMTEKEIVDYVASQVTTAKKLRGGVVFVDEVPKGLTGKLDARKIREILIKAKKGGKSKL
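Biochemical qHTS of compounds, final roughly 60 µM downward over six points, against 10 nM purified firefly luciferase using Km concentrations of substrates (10 uM D-luciferin, 10 uM ATP) in Tris acetate pH 7.5 buffer; luminescence output.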
uPA surface inh = qHTS for Inhibitors of Cell Surface uPA Generation. Potency, µM (top dose mostly 38.3 µM), inactives show at the top dose activity change, negative = inhibition, hits mostly inhibitors. cell surface uPA generation assay, qHTS. actives 0.31% (n = 330,000); active means well fitted inhibition curve with a large enough effect; inconclusive means small, poorly fitted or top-dose-only effect; inactive means no such curve, though single readings can be large or run the other way; tested in mouse RAW 264.7 cells; further: on the % scale 0 is the no-effect control and ±100 the full control effect; nearly all actives have a fitted effect of over 55% in size
Rab9 promoter act = qHTS Assay for Rab9 Promoter Activators; AID 485297, 2010; actives 2.8% (n = 320,000); Huh7 Rab9 promoter-luciferase reporter, luminescence, 24 h; Potency, µM (doses to about 9.22 µM), without a hit: top-dose activation, negative = inhibition, actives largely listed as activators; further: % of control where 0% means no effect; nearly all actives have a fitted effect of over 60% in size
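Cell-based reporter: Huh7 stable for Rab9 promoter-driven luciferase, plated in reduced-serum medium with 10% FBS at 1500 cells/well, compound-treated 24 h at 37 °C, luminescence read after 10 min reagent.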
ELG1 genotoxic = qHTS screen for small molecules that induce genotoxicity in human embryonic kidney (HEK293T) cells expressing luciferase-tagged ELG1 | HEK293T ELG1-luciferase reporter, luminescence, 16 h | Potency, µM (highest dose often 46 µM), for the others: at the top dose activity change, positive = activation, most hits filed as activators | actives 1.3% (n = 330,000); further: % of control where 0% means no effect; nearly all actives have a fitted effect of over 60% in size
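Cells (2,000/well) expressing the ELG1-luciferase fusion are dosed by pin tool and kept 16 hr at 37 °C, 5% CO2. Signal comes from ONE-Glo luciferase reagent after 30 min at room temperature.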
CXXC DNA block = qHTS Fluorescence Polarization Assay for Inhibitors of MLL CXXC domain - DNA interaction | Histone-lysine N-methyltransferase 2A (Homo sapiens), Q03164 | MLL-CXXC / FITC-HOXA9 DNA fluorescence polarization | Potency, µM (doses to about 115 µM), for the others: top-dose activity change, negative = inhibition, most hits filed as inhibitors | actives 0.037% (n = 290,000) | AID 2662, 2010; active means well fitted inhibition curve with a large enough effect in the polarisation, with a control signal flat, not every such curve was filed as active; inconclusive means small, poorly fitted or top-dose-only effect, or effect the other way, or a change in a side signal; inactive means no such curve, though single readings can be large or run the other way; the % refers to the polarisation
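Steps: dispense CXXC domain solution (7 uM) → pin compounds or unlabeled HOX-A9 DNA control → 5 min ambient → add FLSN-HOX-A9 solution (50 nM) → spin → 30 min ambient → fluorescence polarization. Tris pH 7.5/NaCl/DTT/BSA buffer.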
RORg inh = qHTS for inhibitors of ROR gamma transcriptional activity; Nuclear receptor ROR-gamma (Mus musculus), P51450; Potency, µM (top dose mostly 53.6 µM), for the others: top-dose activity change, negative = inhibition, actives largely listed as inhibitors; AID 2551, 2010; actives 5.4% (n = 310,000); Drosophila S2 Gal4-RORgamma UAS-luciferase reporter, 20 h; further: on the % scale 0 is the no-effect control and ±100 the full control effect; nearly all actives have a fitted effect of over 60% in size
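Stable Schneider cell line, Gal4 DNA-binding domain fused to ROR gamma, UAS-luciferase. Cmpd 1 hr RT → CuSO4 700 uM final → 20 hr RT → luciferase reagent 10 min → luminescence.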
NPC1 promoter act = qHTS Assay for NPC1 Promoter Activators; Huh7 NPC1 promoter luciferase reporter, 24 h; Potency, µM (titrated, usually from 9.22 µM), inactives show top-dose activation, usual class: activators; actives 2.4% (n = 320,000); AID 485313, 2010;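 further: % of control where 0% means no effect; nearly all actives have a fitted effect of over 60% in size; reporter is driven by a mutant NPC1 promoter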
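Stable NPC1-promoter luciferase Huh7 line; cpd (DMSO) 24 h, 37 °C, 5% CO2; Amplite luciferase reagent 10 min RT; luminescence readout. qHTS format.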
MBNL1-CUG inh = qHTS Assay for Inhibitors of MBNL1-poly(CUG) RNA binding. actives 0.036% (n = 280,000). Potency, µM (highest dose often 57.5 µM), for the others: at the top dose activity change, negative = inhibition, most hits filed as inhibitors. AID 2675, 2010. Muscleblind-like protein 1 (Homo sapiens), Q9NR56. TR-FRET MBNL1-His/biotin-(CUG)12 binding, 665/545 ratio; active means well fitted inhibition curve with a large enough effect in the signal ratio, with a control signal flat, not every such curve was filed as active; inconclusive means small, poorly fitted or top-dose-only effect, or effect the other way, or a change in a side signal; inactive means no such curve, though single readings can be large or run the other way; the % refers to the signal ratio; further: on the % scale 0 is the no-effect control and ±100 the full control effect
Target sequence (Q9NR56 whole entry, looked up): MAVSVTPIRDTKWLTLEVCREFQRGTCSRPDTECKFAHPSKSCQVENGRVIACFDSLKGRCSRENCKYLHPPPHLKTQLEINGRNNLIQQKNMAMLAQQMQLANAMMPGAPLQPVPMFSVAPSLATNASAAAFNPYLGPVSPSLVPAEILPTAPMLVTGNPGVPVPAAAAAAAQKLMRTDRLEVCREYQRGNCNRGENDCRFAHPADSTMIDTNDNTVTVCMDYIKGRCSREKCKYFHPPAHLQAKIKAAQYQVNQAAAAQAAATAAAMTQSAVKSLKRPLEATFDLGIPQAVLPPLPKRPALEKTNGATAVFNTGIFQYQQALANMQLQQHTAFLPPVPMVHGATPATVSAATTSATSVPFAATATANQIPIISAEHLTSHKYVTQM
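Compound titration spanned 92 nM–58 uM against the MBNL1-His/biotin-(CUG)12 complex. After 60 min at room temperature with 5 nM streptavidin-XL665 and 0.055 ng/ul terbium anti-His, ratiometric 665/545 nm emission (Ex 340 nm) normalized to controls.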
* hit, by the source's call; u = inconclusive; x = no result given; [ ] = remark or other dose. Unless noted, the call rests on the fitted dose curve; in most records, active means well fitted curve in the direction sought with a large enough effect; inconclusive means small, poorly fitted or top-dose-only effect, or another doubt; inactive means no such curve, though single readings can be large; an effect the other way counts as inactive or inconclusive. Potency means the concentration at half of the fitted maximal effect. Some of the compounds tested; rates above refer to the full screens.

The first 5 compounds, ahead of the listing:
SMILES | VP16 counter | BRCA1 expr up | p53 reactivation | FLuc counter | uPA surface inh | Rab9 promoter act | ELG1 genotoxic | CXXC DNA block | RORg inh | NPC1 promoter act | MBNL1-CUG inh
Cc1ccc(-c2nnn(CC(=O)N3CCCCC3)n2)c(-n2cnnn2)c1 | -6% | -2% | -1% | 1% | 2% | -5% | 3% | -1% | -3% | -1% | u
Cc1cc(C=C2C(=O)CCCC2=O)c(C)n1-c1ccccc1 | -4% | -5% | 0% | 17µM* | 1% | 0% | 2% | -28% | 8.9µM* | 1% | 6%
CC1=CCP(=O)(c2ccccc2)C1 (stereo not given) | -6% | 6% | 7% | 0% | -1% | 2% | 0% | -6% | -10% | -7% | -2%
O=C(CNC(=S)N(Cc1ccccc1Cl)C1CCCC1)NCCN1CCOCC1 | 2% | 1% | 4% | -3% | -2% | 15% | -1% | 8% | 24% | 3% | -5%
C/C(CC(=O)NC1CCCC1)=N\NC(=O)Cc1csc(N)n1 | 2% | 10% | 16% | -2% | -9% | -2% | 1% | 1% | 13% | -3% | -2%

The listing, repeating the preview:
SMILES | VP16 counter | BRCA1 expr up | p53 reactivation | FLuc counter | uPA surface inh | Rab9 promoter act | ELG1 genotoxic | CXXC DNA block | RORg inh | NPC1 promoter act | MBNL1-CUG inh
Cc1ccc(-c2nnn(CC(=O)N3CCCCC3)n2)c(-n2cnnn2)c1 | -6% | -2% | -1% | 1% | 2% | -5% | 3% | -1% | -3% | -1% | u
Cc1cc(C=C2C(=O)CCCC2=O)c(C)n1-c1ccccc1 | -4% | -5% | 0% | 17µM* | 1% | 0% | 2% | -28% | 8.9µM* | 1% | 6%
CC1=CCP(=O)(c2ccccc2)C1 (stereo not given) | -6% | 6% | 7% | 0% | -1% | 2% | 0% | -6% | -10% | -7% | -2%
O=C(CNC(=S)N(Cc1ccccc1Cl)C1CCCC1)NCCN1CCOCC1 | 2% | 1% | 4% | -3% | -2% | 15% | -1% | 8% | 24% | 3% | -5%
C/C(CC(=O)NC1CCCC1)=N\NC(=O)Cc1csc(N)n1 | 2% | 10% | 16% | -2% | -9% | -2% | 1% | 1% | 13% | -3% | -2%
Cc1ccccc1S(=O)(=O)Nc1nc2ccccc2nc1N1CCc2ccccc2C1 | u | -36% | 28µM* | -14% | -2% | -10% | -7% | 5% | 0% | 2% | -8%
COc1cccc(-c2nnc(NC(=O)CCS(=O)(=O)c3ccc(C)cc3)o2)c1 | x | 15% | 4% | 4% | -22% | 2% | 0% | x | x | -1% | x
Cc1cc(C)n(CCNC(=O)CCc2nnc(CCc3ccccc3)o2)n1 | 0% | 0% | 1% | 1% | 0% | -4% | -1% | 10% | 18% | -5% | -5%
Cc1ccc(-n2ncc3c2CC(C)(C)CC3NC(=O)c2c(C)noc2C)cc1 (stereo not given) | -10% | -19% | -3% | 2% | 4% | -13% | -1% | -1% | 37% | 2% | 1%
COc1ccccc1C(=O)NC(=Nc1nc2ccccc2o1)NC(=O)c1ccccc1OC | u | -51% | 2% | u | 4% | 5% | -16% | 28% | 0.79µM* | 11% | -11%
Nc1ccccc1Nc1cccc(C(F)(F)F)c1 | 27% | -18% | 3% | -2% | -11% | -34%[inhibitor] | 2% | -1% | -4% | -17% | -1%
Cc1cc(C(=O)Nc2cccc(NC(=O)c3ccco3)c2)ccc1[N+](=O)[O-] | 0% | -3% | -4% | 19µM* | 1% | 0% | -10% | 7% | u | -3% | 9%
CSc1ccc(C(c2c(C(=O)O)[nH]c3ccccc23)c2c(C(=O)O)[nH]c3ccccc23)cc1 | -6% | 0% | x | -2% | 11% | -1% | 3% | -29% | -2% | -5% | -5%
Nc1cc2c(cc1Cl)N(Cc1ccccc1)C(=O)CO2 | x | -21% | -7% | 6% | -12% | -1% | 0% | x | x | -1% | x
COCCNC(=O)Cn1nc(-c2ccc(Cl)cc2)c2ccccc2c1=O | 1% | -18% | 1% | -3% | 0% | 0%[1.84 µM] | -2% | 9% | -1% | -2% | -12%
COC(=O)c1ccc(S(=O)(=O)NCc2ccccc2)n1C | 5% | -15% | 0% | -3% | -1% | 0% | -1% | -3% | 30% | 8% | -7%
COc1ccc(CNC(NC(=O)c2ccccc2)(C(F)(F)F)C(F)(F)F)cc1 | 10µM* | -16% | u | -6% | 1% | 7% | -2% | -7% | u | -6% | -13%
CC(C)(C)c1nn(-c2ccccc2)c2[nH]c(=O)c(CNCc3ccc4c(c3)OCO4)cc12 | -7% | -98%[inhibitor] | 0% | 0% | -26% | 0% | 5% | 4% | u | 9% | 9%
Cc1ccc([N+](=O)[O-])cc1NC(=S)NC(=O)c1cccs1 | -7% | -46% | 2% | 2% | -2% | 4% | 2% | 2% | -34% | -1% | -9%
O=C(COC(=O)c1cccc(C(F)(F)F)c1)NCc1ccccc1 | -10% | 54% | -3% | 2% | 1% | -1% | 0% | 18% | 21% | 1% | -18%
COc1ccccc1NC(=O)C(C)OC(=O)c1ccc(-n2cnnn2)cc1 (stereo not given) | x | -31% | 15% | -1% | -1% | -12% | -1% | x | x | -2% | x
CCOC(=O)N1CCN(C(=S)NC(=O)c2ccc(F)cc2)CC1 | 3.5µM* | -6% | 1% | -11% | 2% | 1% | 0% | -14% | 2µM* | -3% | 0%
CCOC(=O)N1CCN(S(=O)(=O)CCNC(=O)c2ccc(F)cc2)CC1 | x | -16% | -5% | 4% | 3% | -36%[inhibitor] | -4% | x | x | 2% | x
O=C(Nc1ccc(F)cc1)C1CCN(C(=O)c2ccc([N+](=O)[O-])cc2)CC1 | 4% | 56% | -1% | -1% | -2% | -7% | -5% | -2% | -1% | 3% | u
COc1ccc(CNC(=O)Cn2nc(C)c3c(C)n(-c4ccc(C)cc4)nc3c2=O)cc1OC | 1% | -9% | 9% | -1% | u | -6% | -11% | -3% | 10% | -6% | -7%
Cc1cc(C)n(C(C)CC(=O)Nc2ccc3c(c2)OCCO3)n1 (stereo not given) | -2% | -6% | 15% | -16% | 9% | 0% | 2%[9.26 µM] | 10% | -12% | 0% | -7%
S=C(c1cn(CCOc2ccccc2)c2ccccc12)N1CCCC1 | -2%[0.365 µM] | -19% | 30% | -7% | -6% | -9% | u | 38%[activator] | 7.1µM* | 0% | 7%
C=CCC(C#Cc1ccccc1)N(C)C (stereo not given) | -4% | -12% | 4% | 0% | 6% | -7% | 1% | -4% | -5%[10 µM] | 3% | -6%
COc1cccc(-c2c(C(=O)N/N=C/c3sccc3C)nnn2-c2nonc2N)c1 | 22µM* | -21% | u | u | 18% | 3% | -14% | -2% | 8.9µM* | 0% | u
CCOc1cc(C(=O)N/N=C/c2ccoc2)cc(OCC)c1OCC | 11% | -26% | -2% | 2% | 7% | 3% | 5% | -21% | 0% | 2% | 1%
CCOC(=O)c1ccc2c(c1)nc(SCC(=O)N1CCOCC1)n2CC | -5% | 0% | -2% | -1% | -6% | 0% | -1% | -15% | 10% | 0% | -8%
Cc1ccc(N(Cc2ccccc2)C(=O)c2ccc(S(=O)(=O)N3CCOCC3)cc2)cc1 | x | -28% | 7% | u | -4% | 0% | -3% | x | x | 0% | x
CCN(c1ccccc1)S(=O)(=O)c1ccc(OC)c(NC(=O)Cc2ccc(F)cc2)c1 | x | -33% | 5% | -6% | 6% | -8% | 1% | x | x | -2% | x
CC(=O)c1cccc(NC(=O)CN2C(=O)c3cccnc3Oc3ccc(Cl)cc32)c1 | 9% | -19% | -9% | -1% | 0% | 6% | -4% | 19% | 11% | 4% | 7%
